# Source: PubChem BioAssay (several laboratories)
# PP5 inh: PP5 (human) phosphatase inhibition. P53041. purified PP5c, OMFP substrate fluorescence. inhibition, % at 6.7 µM. 320,000 tested, 0.18% active;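 active = inhibition above the campaign's mean inhibition across all tested compounds plus 3 SD, cut at about 9.5% in these data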;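 also: 0% = DMSO only and 100% = 100 µM cantharidin control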
# Efflux pump mplx: blocks antifungal efflux pumps in multiplex yeast assay. inhibition, % at 10 µM. 330,000 tested, 0.44% active. S. cerevisiae Candida pump triplex, Nile Red efflux;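 active = plate passing quality check with inhibition over a set limit, or well fluorescence over plate mean plus 4 SD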;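 also: Nile Red retained in pooled yeast measured as flow cytometry median fluorescence; 0% = buffer negative control and 100% = Enniatin B positive control; higher means more Nile Red kept so more efflux inhibition; some compounds called inactive have numbers as strong as hits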
# PREPL inh: inhibitors of human prolyl oligopeptidase-like enzyme PREPL. Q4J6C6. recombinant PREPL, fluorescence polarization activity-based probe. inhibition, % at 5.96 µM. 320,000 tested, 0.68% active. AID 2751; in the data active = inhibition above about 43%;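 also: 0% = enzyme with DMSO and 100% = wells lacking enzyme; many of its hits are not listed in these tables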
# CTSL1 counter: cathepsin L1 inhibition, PFM18AAP counter-screen | recombinant F. hepatica cathepsin L1, Z-Leu-Arg-MCA fluorescence | inhibition, % at 5.96 µM | 300,000 tested, 0.49% active | AID 1906;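 active = inhibition above the mean of all tested compounds plus 3 SD, set per screening campaign, cut at about 17% in these data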;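 also: 0% = plate median of test compound wells and 100% = 1 µM Z-Phe-Ala-diazomethylketone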
# LYPLA2 inh: blocks human lysophospholipase 2, a PME1 counter-screen; O95372; recombinant LYPLA2, FP-Rh probe fluorescence polarization; inhibition, % at 5.9 µM; 320,000 tested, 0.38% active; AID 2177;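 active = inhibition above the screen-wide mean plus 3 SD, limit set per campaign, cut at about 26% in these data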;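 also: 0% = LYPLA2 with DMSO and 100% = wells lacking LYPLA2 enzyme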
# Target sequence (O95372 whole entry, looked up): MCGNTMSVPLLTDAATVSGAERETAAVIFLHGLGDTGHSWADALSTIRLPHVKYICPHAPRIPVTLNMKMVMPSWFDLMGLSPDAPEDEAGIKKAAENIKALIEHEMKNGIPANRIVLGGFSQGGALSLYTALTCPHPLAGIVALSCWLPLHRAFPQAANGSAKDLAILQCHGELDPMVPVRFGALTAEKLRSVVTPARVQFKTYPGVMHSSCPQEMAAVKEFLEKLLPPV
# TPT1 inh: inhibitors of Candida albicans tRNA 2'-phosphotransferase TPT1. recombinant caTPT1, FP RNA substrate dephosphorylation. inhibition, % at 5 µM. 300,000 tested, 0.81% active;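 active = inhibition above the mean of all tested compounds plus 3 SD, set per screening campaign, cut at about 24% in these data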;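 also: plate controls were DMSO alone for no effect and ferristatin control at 100 nM for full effect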
# GASC-1 inh: inhibitors of human GASC-1 (JMJD2C) demethylase; inhibition, % at 2.35 µM; Q9H3R0; GST-JMJD2C(1-420) H3K9me3 demethylation, DELFIA europium; 330,000 tested, 0.069% active;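 active = more than half of a compound's replicate wells show inhibition beyond 50%, single wells judged on their own value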;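 also: signal counts dimethyl H3K9 product captured on neutravidin plate; 0% = median of DMSO wells and 100% = 0.3 times that DMSO median; strong numbers were not always called active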
# Target sequence (Q9H3R0 1-420 limits assumed): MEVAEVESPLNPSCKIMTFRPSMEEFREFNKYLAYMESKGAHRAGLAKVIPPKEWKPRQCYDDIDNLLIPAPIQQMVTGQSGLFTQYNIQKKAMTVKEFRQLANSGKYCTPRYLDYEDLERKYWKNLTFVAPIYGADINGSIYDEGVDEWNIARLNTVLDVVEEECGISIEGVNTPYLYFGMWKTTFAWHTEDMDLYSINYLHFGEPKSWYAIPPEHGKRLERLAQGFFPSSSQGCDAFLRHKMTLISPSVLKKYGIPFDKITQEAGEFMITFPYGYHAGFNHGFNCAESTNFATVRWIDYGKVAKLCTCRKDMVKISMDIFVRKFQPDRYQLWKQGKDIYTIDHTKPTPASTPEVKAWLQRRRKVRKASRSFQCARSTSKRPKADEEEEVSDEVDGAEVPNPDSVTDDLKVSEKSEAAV
# HCV core dimer: blocks dimerization of HCV core protein; TR-FRET GST/Flag-core106 dimerization, 1536-well; inhibition, % at 5 µM; 300,000 tested, 0.33% active; AID 1899;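 active = inhibition above the mean of all tested compounds plus 3 SD, set per screening campaign, cut at about 45% in these data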
#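 Test system: GST/Flag-tagged HCV core106 proteins; Medium: KF-containing HEPES buffer, pH 7.45, DTT, CHAPS, BSA; Times: compound-protein-antibody incubation 4 h at 22.5 °C; Detection: TR-FRET 671 and 617 nm emission; Benchmarks: wells lacking GST-core106 and wells with excess unlabelled core106.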
# PP1 counter: blocks human PP1-alpha phosphatase, a PP5 counter-screen; inhibition, % at 6.7 µM; 320,000 tested, 0.9% active; purified PP1alpha, OMFP fluorescence; P62136;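 active = inhibition above the mean inhibition of all tested compounds plus 3 SD, computed separately for each screening campaign, cut at about 15% in these data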
# Target sequence (P62136 whole entry, looked up): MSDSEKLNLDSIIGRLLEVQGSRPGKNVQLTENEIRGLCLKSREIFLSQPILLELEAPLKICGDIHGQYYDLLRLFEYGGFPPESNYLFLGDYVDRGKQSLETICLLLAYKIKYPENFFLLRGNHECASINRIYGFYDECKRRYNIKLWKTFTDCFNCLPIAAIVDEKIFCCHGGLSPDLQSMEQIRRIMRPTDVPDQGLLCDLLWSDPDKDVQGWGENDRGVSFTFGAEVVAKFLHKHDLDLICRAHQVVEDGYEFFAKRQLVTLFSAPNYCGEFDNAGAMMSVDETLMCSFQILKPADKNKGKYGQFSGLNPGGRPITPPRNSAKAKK
# The depositor's hits bear a star; / = no result given. Not all compounds are listed. The share of hits here may be higher or lower than overall.
nr	SMILES	PP5 inh	Efflux pump mplx	PREPL inh	CTSL1 counter	LYPLA2 inh	TPT1 inh	GASC-1 inh	HCV core dimer	PP1 counter
1	COc1cc(OC)cc(C(=O)N[C@H](C(=O)OCC(=O)c2ccc(F)cc2)C(C)C)c1	4.1	0.1	1	18*	-4	2	/	2	-3
2	COc1ccc(C(=O)N/N=C/c2ccc(OC)c(COc3ccccc3)c2)cc1	3.3	-0.1	1	-1	-22	-1	-2	6	2
3	CCOC(CNC(=O)Cn1nc(C)c2ccccc21)OCC	0.0	0.0	-4	2	2	0	17	-1	-4
4	CC1=C/C(=N\NC(=O)c2cccs2)CC(C)(C)C1	-0.4	0.0	11	-1	7	0	2	-3	-3
5	O=C(Nc1ccccc1)N1CCN(S(=O)(=O)c2ccccc2)CC1	2.4	0.3	-6	-3	-6	1	-8	-2	-3
6	CCOC(=O)c1sc(N)c(C(=O)OC)c1C	0.8	0.0	-3	0	6	-3	38	0	2
7	O=C(N/N=C/c1ccc(O)cc1)c1cc(C2CC2)[nH]n1	0.5	-0.1	0	4	-2	0	15	4	-4
8	CCOc1cc(C(=O)NCc2ccccc2)ccc1OCC(=O)N1CCOCC1	-5.0	0.0	9	2	4	-4	-12	-4	-2
9	CC1CCN(C(=O)CSc2nnc3c(n2)[nH]c2ccccc23)CC1	1.7	-0.1	4	3	-4	-2	-3	8	3
10	C=CCn1c(SCc2ccc(C(=O)OC)cc2)nnc1-c1sc(N)nc1C	0.8	15*	8	-12	5	0	-1	1	0
11	CCCNC(=O)NC(=O)CSc1nncs1	1.3	0.0	1	-3	-1	0	-12	0	-2
12	COc1ccc(/C=N/NC(=O)c2c(-c3ccccc3)noc2C)cc1[N+](=O)[O-]	1.0	0.0	4	-9	3	2	-2	3	-1
13	O=C(NC(=S)Nc1nc2c(s1)CSc1ccccc1-2)c1ccccc1	-1.0	0.1	4	-1	-9	2	6	3	0
14	NC(=S)NNc1ccc(Cl)c(Cl)c1	1.9	0.1	-6	0	6	-2	32	4	-5
15	CCOc1ccccc1N(CC(=O)NCc1ccco1)C(=O)CCC(=O)Nc1nccs1	3.4	0.1	-8	0	-7	1	-38	5	3
16	CCOc1cc(-c2nc(-c3ccncc3)no2)cc(OCC)c1OCC	-1.6	0.1	8	-6	-2	-9	-3	0	0
17	Cc1ccc(NC(=O)c2ccccc2OCC(=O)Nc2cccc(Cl)c2C)nc1	1.8	0.1	0	-4	-4	-2	-2	10	3
18	CC(=O)Nc1nc(C)c(Oc2ccccc2)c(=O)[nH]1	-1.8	0.1	2	0	8	0	12	0	-4
19	C=CCOC(=O)CSCC(NC(=O)OC(C)(C)C)C(=O)OCC (stereo not given)	-0.7	0.3	24	-5	-2	-4	-2	-1	1
20	CCOC(=O)C1=C(C)N(CCCC(=O)O)C(=O)NC1c1ccccc1OC(=O)c1cccs1 (stereo not given)	1.1	/	3	1	1	1	-4	13	-2
21	O=C(Cc1ccc(-n2c(=O)c3ccccc3n(CC(=O)Nc3ccc(F)cc3F)c2=O)cc1)NCc1ccco1	-0.7	-0.1	6	0	-5	0	-6	2	1
22	COc1ccc(C(=O)Nc2nc(CC(=O)NCCc3ccccc3OC)cs2)cc1	1.6	-0.1	-12	2	-7	-2	2	1	3
23	CCCN(Cc1cc2cccc(C)c2[nH]c1=O)S(C)(=O)=O	1.9	1.7	7	-2	0	5	7	3	0
24	Cc1ccc(-c2nc3cc(C)ccc3o2)cc1	0.0	0.0	2	0	4	2	-6	1	-6
25	O=C(c1ccccc1)c1cc(-c2ccccn2)c(N2CCOCC2)s1	1.4	0.0	-2	0	3	1	7	17	0
26	Cc1sc2c(c1C)CN(CCN1CCOCC1)CN2C(=O)c1ccccc1	3.6	0.5	2	4	1	-1	-6	3	-1
27	CCSc1ncc(/C=N/Nc2ccccc2)n1C	3.4	0.0	19	-3	2	-3	4	-20	1
28	Cc1nc2scc(C)n2c(=O)c1S(=O)(=O)N1CCN(c2ccccn2)CC1	2.7	0.1	12	-3	7	1	-10	-1	-3
29	N#Cc1ccc(COC(=O)c2ccccn2)cc1	1.4	0.0	-6	-5	5	-1	2	-3	-1
30	Cc1cc(NC(=O)CSCC(=O)N2CCN(c3cccc(C(F)(F)F)c3)CC2)no1	-2.4	-0.1	8	8	6	-6	0	-5	5
31	CCN(CC)S(=O)(=O)c1cc(NC(=O)COC(=O)c2c(C)noc2C)ccc1C	0.7	0.1	0	/	4	/	14	/	-2
32	Cc1cc(NC(=O)C2CCN(S(=O)(=O)c3cccs3)CC2)no1	0.7	-0.1	-5	1	-7	-8	10	-8	-4
33	Cc1[nH]nc2c1C(c1cccc(OC(=O)N3CCOCC3)c1)C(C#N)=C(N)O2 (stereo not given)	1.9	-0.1	12	-2	10	-3	-19	-7	4
34	Clc1ccc(-c2noc(COc3ccccc3)n2)cc1	-0.7	-0.1	-2	3	-2	-1	-5	-2	-2
35	CS(=O)(=O)N(CCc1ccccc1)CC(N)=O	-0.2	0.0	7	-2	1	-2	-5	-3	-3
36	CCCC(=O)NC(=S)Nc1ccccc1N1CCOCC1	-1.4	-0.1	5	7	0	-2	-9	7	-3
37	COc1ccc(NC(=O)c2cc3c(COC(C)=O)cnc(C)c3oc2=Nc2cccc(C(=O)O)c2)c(OC)c1	1.0	0.1	20	0	2	-3	5	3	-4
38	Cc1ccc2nc3ccc(N4CCN(C)CC4)nn3c(=O)c2c1	1.7	0.0	0	2	-7	-4	15	-4	0
39	CC1=CC(=O)OC1Cc1ccncc1 (stereo not given)	-2.9	0.0	14	-2	2	-3	-17	2	0
40	Cc1cccc(C)c1OCC(=O)NNC(=O)c1ccoc1C	1.9	0.0	-12	-13	3	-3	2	0	-8
41	CCCOc1ccc(Cl)cc1CNc1ccccc1	2.8	-0.1	5	-2	-7	0	5	-2	-2
42	Cc1cc(NC(=O)CSc2[nH]c(=O)cc(C(F)(F)F)c2C#N)no1	0.5	0.0	7	/	-3	/	-2	/	2
43	CCCc1sc(N2CCCC(C(N)=O)C2)nc1-c1ccccc1 (stereo not given)	3.6	0.3	2	-1	2	2	1	-2	0
44	Cc1cc(-n2cnc(-c3cn[nH]c3C)n2)no1	-1.7	0.1	5	3	1	0	-1	-1	-4
45	Cc1cc(NS(=O)(=O)c2ccc(C3CCCCC3)cc2)no1	-0.4	0.0	-5	3	0	3	-6	8	-3
46	COCCN1C(=S)NC(c2cccc(C(F)(F)F)c2)C(C(=O)N2CCOCC2)=C1C (stereo not given)	-1.0	0.0	8	2	-3	7	-25	2	-3
47	O=C(O)c1ccccc1C(=O)Nc1ccc(S(=O)(=O)NC2CCCCC2)cc1	2.8	0.2	4	0	-1	-3	-6	-7	4
48	CCCC(C(=O)NCC1CCCO1)N(Cc1ccco1)C(=O)CNS(=O)(=O)c1ccccc1 (stereo not given)	2.5	0.1	0	1	-1	-4	12	4	-1
49	Cc1ccc(NC(=O)CSc2ncccn2)c([N+](=O)[O-])c1	2.3	0.0	1	2	2	4	44	-2	-2
50	CCOc1ccc2nc(NC(=O)CS(=O)(=O)c3ccccc3)sc2c1	2.5	0.1	-1	1	0	-3	2	4	-1

# Going on with the list:
nr	SMILES	PP5 inh	Efflux pump mplx	PREPL inh	CTSL1 counter	LYPLA2 inh	TPT1 inh	GASC-1 inh	HCV core dimer	PP1 counter
51	Cc1cccn(Cc2c(F)cccc2Cl)c1=O	1.8	0.3	-6	3	-5	-1	-1	-4	-5
52	NC(=O)[C@@H]1CC2(CC(c3cccc(NC(=O)COc4ccc(Cl)cc4)c3)=NO2)CN1C(=O)c1ccccc1 (stereo not given in full)	2.6	-0.1	-5	-1	-10	1	-5	7	2
53	CC(OC(=O)CN1C(=O)c2ccccc2C1=O)C(=O)NC1CCCCC1 (stereo not given)	-0.4	0.1	6	-3	-1	3	4	-1	-7
54	O=C(NCc1ccc(Cl)cc1Cl)c1ccc2nc[nH]c2c1	-1.0	0.0	6	4	0	8	-3	0	0
55	O=C(NC1CC1)c1ccc2c(c1)C1C3CCC(C3)C1C(c1ccccc1)N2 (stereo not given)	-0.9	0.5	7	16	1	-3	-2	1	-8
56	CCOc1ccc(/C(CCC(=O)O)=N/NC(=S)NCCc2ccccc2)cc1	-0.1	-0.1	5	3	8	-4	6	7	1
57	CN(C(=O)CCN1C(=O)C2C3C=CC(C3)C2C1=O)c1ccccc1 (stereo not given)	-2.0	-0.1	13	1	-5	-3	1	-12	1
58	O=C(c1ccco1)N1CCCC(c2nc3c(nnn3Cc3ccc(F)cc3)c(=O)[nH]2)C1 (stereo not given)	-4.5	0.1	8	1	-9	-4	10	-3	-6
59	O=C(CSc1n[nH]c(=O)[nH]c1=O)Nc1ccc(C(=O)O)cc1	0.7	0.0	-2	0	4	-4	30	-2	0
60	CCN(CC)c1nc2c3c(nc4c(c3c1C#N)CC(=O)N4c1ccc(Cl)cc1)NC(C)=N2	1.0	-0.6	66*	4	-4	22	-2	44	14
61	COc1ccc(C)cc1Nc1nc(-c2ccccc2O)nc2ccccc12	3.5	0.0	-3	2	-1	-5	7	1	-1
62	CN(C)/C=C1\C(=O)Oc2ccccc2C1=O	1.8	0.0	0	1	0	2	2	0	-1
63	COCCNc1ccc([N+](=O)[O-])cc1C(=O)Nc1cccc(C)n1	0.6	0.0	21	7	8	-4	-25	-1	-3

# Quoted from the results shown for reference:
nr	SMILES	PP5 inh	Efflux pump mplx	PREPL inh	CTSL1 counter	LYPLA2 inh	TPT1 inh	GASC-1 inh	HCV core dimer	PP1 counter
55	O=C(NC1CC1)c1ccc2c(c1)C1C3CCC(C3)C1C(c1ccccc1)N2 (stereo not given)	-0.9	0.5	7	16	1	-3	-2	1	-8
56	CCOc1ccc(/C(CCC(=O)O)=N/NC(=S)NCCc2ccccc2)cc1	-0.1	-0.1	5	3	8	-4	6	7	1
57	CN(C(=O)CCN1C(=O)C2C3C=CC(C3)C2C1=O)c1ccccc1 (stereo not given)	-2.0	-0.1	13	1	-5	-3	1	-12	1
58	O=C(c1ccco1)N1CCCC(c2nc3c(nnn3Cc3ccc(F)cc3)c(=O)[nH]2)C1 (stereo not given)	-4.5	0.1	8	1	-9	-4	10	-3	-6
59	O=C(CSc1n[nH]c(=O)[nH]c1=O)Nc1ccc(C(=O)O)cc1	0.7	0.0	-2	0	4	-4	30	-2	0
60	CCN(CC)c1nc2c3c(nc4c(c3c1C#N)CC(=O)N4c1ccc(Cl)cc1)NC(C)=N2	1.0	-0.6	66*	4	-4	22	-2	44	14
61	COc1ccc(C)cc1Nc1nc(-c2ccccc2O)nc2ccccc12	3.5	0.0	-3	2	-1	-5	7	1	-1
62	CN(C)/C=C1\C(=O)Oc2ccccc2C1=O	1.8	0.0	0	1	0	2	2	0	-1
63	COCCNc1ccc([N+](=O)[O-])cc1C(=O)Nc1cccc(C)n1	0.6	0.0	21	7	8	-4	-25	-1	-3
